NTR1 ag = NTR1-driven beta-arrestin-GFP spot formation – imaging, U2OS cells, high content, primary screen (AID 493036); P30989; agonist mode; activation, % at 20 µM; actives 0.17% (n = 330,000);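 active = activation at or above 40% of the spot to cytoplasm intensity ratio, with at least 20 cells analyzed; inconclusive = wells under 20 cells, flagged as cytotoxic or low count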;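 also: 0% = DMSO without peptide and 100% = 100 nM NTR1 peptide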
Target sequence (P30989 whole entry, looked up): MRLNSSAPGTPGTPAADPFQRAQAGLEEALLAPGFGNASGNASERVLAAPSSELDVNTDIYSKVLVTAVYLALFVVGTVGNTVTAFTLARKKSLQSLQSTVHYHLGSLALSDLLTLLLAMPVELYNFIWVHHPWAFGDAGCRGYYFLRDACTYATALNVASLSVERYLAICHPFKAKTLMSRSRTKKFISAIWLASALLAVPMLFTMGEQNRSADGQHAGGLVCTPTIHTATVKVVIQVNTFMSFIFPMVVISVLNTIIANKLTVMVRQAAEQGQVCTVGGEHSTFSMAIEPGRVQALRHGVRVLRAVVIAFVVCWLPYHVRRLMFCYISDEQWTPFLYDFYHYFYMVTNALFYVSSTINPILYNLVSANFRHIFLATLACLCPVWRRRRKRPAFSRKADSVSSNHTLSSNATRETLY
KOR beta-arrestin-1 = kappa opioid receptor blockers – cell-based, luminescence, uHTS (AID 1778); KOR beta-arrestin recruitment, luminescence, antagonist mode; higher % means a stronger effect; actives 0.091% (n = 290,000); inhibition, % at 10 µM; hits with a dose series show IC50 in µM; in the data active = inhibition above about 50%; also: strong numbers were not always called active
T cell HTS = T cell immune modulation candidate; 2C CD8+ T cell-vesicle binding, flow cytometry; stronger effect = lower value; calls only at 7 µM; actives 0.068% (n = 330,000); AID 2052;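 active = response, share of CD8 T cells binding vesicles, and their 90th percentile fluorescence all below set limits, cut at about 80% in these data, passing the limit was not always enough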
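Benchmarks: naked versus QL9-loaded vesicles / Assay system: purified 2C TCR transgenic mouse naive CD8+ T cells / Technique: high-throughput flow cytometry with anti-B7-1 and anti-CD8 staining / Timing: Cell–vesicle co-incubation 1.5 h at 37 °C, staining 20 min on ice / Read-out: percent CD8+ FL2 mean versus row control / Probe or stimulus: QL9-loaded Drosophila micro-vesicles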
Salmonella PhoP GFP = PhoP-dependent GFP reporter repression – Salmonella Typhimurium, primary screen (AID 1863) | S. Typhimurium PhoP-regulated promoter GFP reporter, 4 h; higher % means a stronger effect | inhibition, % at 50 µM, or IC50 in µM where a hit was titrated | actives 0.16% (n = 300,000);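 active = inhibition over 29.93%, a cutoff 3 SD above the screen mean, later confirmed by dose response; inconclusive = inhibition over 29.93% but no dose response follow-up; inactive = inhibition at most 29.93% or unconfirmed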;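 also: 0% = low Mg2+ inducing control and 100% = high Mg2+ repressing control; strong numbers were not always called active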
GPR55 antagonists = inhibition of LPI-stimulated GPR55 beta-arrestin translocation – imaging, U2OS, beta-arrestin-GFP, LPI agonist, primary screen (AID 2013); inhibition, % at 10 µM, or IC50 in µM where a hit was titrated; actives 0.13% (n = 290,000); U2OS GPR55 beta-arrestin-GFP translocation imaging, LPI antagonism; higher % means a stronger effect;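 active = spots per cell inhibited over 60%, with over 100 cells counted and total cytoplasm intensity under 500,000; inconclusive = wells with under 100 cells, flagged as likely toxic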;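 also: U2OS cells stably carrying GPR55 and arrestin-GFP stimulated by 5 µM LPI near EC80; imaged beta-arrestin-GFP aggregate spots per cell after agonist stimulation; plate controls were LPI-stimulated DMSO wells for no effect and DMSO wells without LPI for full effect; some results filed as inactive read as strong as hits; confirmed hits need IC50 under 10 µM and bright autofluorescent wells are also inconclusive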
KOR beta-arrestin-2 = KOR agonists, beta-arrestin recruitment, primary screen, cell-based, luminescence, uHTS (AID 1777). KOR beta-arrestin recruitment, luminescence; higher % means a stronger effect. activation, % at 10 µM, or EC50 in µM where a hit was titrated. actives 0.02% (n = 280,000); in the data active = activation above about 50%, passing the limit was not always enough; also: a part of the inactive calls stands beside numbers as strong as those of hits
GPR55 beta-arrestin = selective activators of receptor GPR55 – imaging, U2OS cells, beta-arrestin-GFP redistribution, primary screen (AID 1961) | actives 0.048% (n = 290,000) | activation, % at 10 µM, or EC50 in µM where a hit was titrated | U2OS GPR55 beta-arrestin-GFP redistribution imaging; higher % means a stronger effect;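 active = activation above 40% with more than 50 cells counted in the well; inconclusive = wells holding fewer than 50 cells, flagged as toxic or sparse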;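 also: U2OS osteosarcoma cells stably expressing GPR55 and beta-arrestin-GFP; plate controls were DMSO negative control for no effect and LPI positive control for full effect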
GPR35 antagonists = GPR35 antagonists blocking zaprinast-driven arrestin recruitment, primary screen, imaging, U2OS, beta-arrestin-GFP, zaprinast agonist (AID 2058). actives 0.052% (n = 290,000). inhibition, % at 10 µM; hits with a dose series show IC50 in µM. U2OS GPR35 beta-arrestin-GFP translocation imaging, zaprinast antagonism; higher % means a stronger effect;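 active = inhibition of at least 50% with at least 30 cells and total cytoplasm GFP at most 10,000,000; inconclusive = under 30 cells or total GFP of 10,000,000 plus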
West Nile antiviral = West Nile virus antiviral activity, cell-based, CPE readout (AID 1621) | West Nile virus-infected cells, CPE inhibition; higher % means a stronger effect | one-dose CPE inhibition, % at 10 µM; IC50 in µM for titrated hits | actives 0.02% (n = 290,000); in the data active = a potency from the dose series; inconclusive = CPE inhibition mostly from about 3.7% at the one dose, without a potency; inactive = the rest, 99 in 100 with CPE inhibition below about 2.2%; also: strong numbers were not always called active
T cell HTS vesicle-bound % = also measured in T cell HTS; calls as there; double positive events, %; measured here: CD8+ vesicle-bound cell fraction;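 binding gate set so that unloaded-vesicle control wells show 10% double positive cells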
NTR1 ag cell count 20 µM = second read-out of NTR1 ag, no call of its own (marks repeat the call); cell count; measured here: cell count, cytotoxicity flag
* = called active by the depositor; i = inactive; ? = inconclusive; nt = no result given; [ ] = another dose, or the depositor's remark. The order is random (roughly 0.62% active in at least one column).

Compound,NTR1 ag,NTR1 ag cell count 20 µM,KOR beta-arrestin-1,T cell HTS,T cell HTS vesicle-bound %,Salmonella PhoP GFP,GPR55 antagonists,KOR beta-arrestin-2,GPR55 beta-arrestin,GPR35 antagonists,West Nile antiviral
CC(C)(C)n1nnnc1C(c1cccs1)N(Cc1cccnc1)CC1CCCO1 (centres undefined),-0.7,34,-4%,i,35,16%,4%,0.9%,-0.3%,8%,-0.5%
O=C(/C=C/c1c(F)cccc1Cl)NCc1ccc2c(c1)OCO2,0.2,56,10%,i,67,7%,12%,-1.6%,-0.2%,-13%,-0.4%
CCN(CC)c1cc(C)c(C#N)c2nc3ccccc3n12,1.2,43,6%,i,42,-4%,6%,-4.0%,0.5%,-6%,-0.7%
COc1ccc(-c2noc(CCC(=O)Nc3cc(Cl)c(OC)cc3OC)n2)cc1,3.6,65,-22%,i,53,-1%,-8%,12%,-0.2%,8%,0.8%
COc1ccc(N(CC(=O)N/N=C/c2cccs2)S(=O)(=O)c2ccc(OC)c(OC)c2)cc1,3.6,58,-6%,i,19,3%,-2%,3.1%,-0.1%,25%,1.0%
COc1ccc(N2CCN(C(=O)C(OC(C)=O)c3ccccc3)CC2)cc1 (centres undefined),-0.8,89,-26%,i,17,-7%,2%,6.0%,-0.4%,-9%,-0.8%
CCCc1nc(N2CCOCC2)c(C#N)c2c1CCCC2,8.8,77,-44%,i,44,-1%,9%,0.1%,0.0%,-1%,0.1%
COc1cc([N+](=O)[O-])ccc1NC(=O)CSc1n[nH]c(C(C)C)n1,1.1,71,-4%,i,27,-5%,2%,-10%,1.9%,1%,-0.2%
O=C1CN(C(=O)/C=C/c2ccco2)c2ccccc2N1,0.8,51,-11%,i,31,-4%,15%,3.4%,-0.3%,-4%,0.1%
COc1cc(CN2CCNC(=O)C2CC(=O)NCc2csc(C(C)C)n2)cc(OC)c1 (centres undefined),1.1,67,-12%[20 µM],i,32,2%,7%,-0.4%,1.0%,8%,0.2%
CC1CCC(NC(=O)CN(C)S(=O)(=O)c2ccc3c(c2)c(=O)n(C)c(=O)n3C)CC1 (centres undefined),0.4,64,-23%,i,23,-4%,12%,3.0%,0.0%,-4%,-0.4%
O=C(O)[C@H](Cc1ccccc1)N1C(=O)c2c(Cl)c(Cl)c(Cl)c(Cl)c2C1=O,8.8,95,-14%[20 µM],i,14,4%,5%,0.5%,0.2%,4%,-0.4%
O=C(Nc1c(Cl)cccc1Cl)C1CCC1,0.6,79,-2%,i,38,3%,2%,-1.1%,0.3%,-8%,-0.3%
CCOC(=O)c1sc(=NC(=O)c2cccs2)n(C)c1C,1.8,83,-7%,i,9,8%,-2%,-3.9%,-0.6%,-9%,0.3%
C1=Nc2c(Nc3ccccc3)ncnc2Oc2ccccc21,2.5,82,9%,i,10,-2%,-4%,8.2%,-0.2%,19%,-0.5%

Compound profiles, as listed above. Order of values: NTR1 ag | NTR1 ag cell count 20 µM | KOR beta-arrestin-1 | T cell HTS | T cell HTS vesicle-bound % | Salmonella PhoP GFP | GPR55 antagonists | KOR beta-arrestin-2 | GPR55 beta-arrestin | GPR35 antagonists | West Nile antiviral
Entry for COc1ccc(N(CC(=O)N/N=C/c2cccs2)S(=O)(=O)c2ccc(OC)c(OC)c2)cc1 = 3.6 | 58 | -6% | i | 19 | 3% | -2% | 3.1% | -0.1% | 25% | 1.0%
Entry for COc1cc(CN2CCNC(=O)C2CC(=O)NCc2csc(C(C)C)n2)cc(OC)c1 (centres undefined) = 1.1 | 67 | -12%[20 µM] | i | 32 | 2% | 7% | -0.4% | 1.0% | 8% | 0.2%
Entry for O=C1CN(C(=O)/C=C/c2ccco2)c2ccccc2N1 = 0.8 | 51 | -11% | i | 31 | -4% | 15% | 3.4% | -0.3% | -4% | 0.1%

(further entries)
Compound,NTR1 ag,NTR1 ag cell count 20 µM,KOR beta-arrestin-1,T cell HTS,T cell HTS vesicle-bound %,Salmonella PhoP GFP,GPR55 antagonists,KOR beta-arrestin-2,GPR55 beta-arrestin,GPR35 antagonists,West Nile antiviral
COCC(=O)Nc1ccc(S(=O)(=O)Nc2nccs2)cc1,-1.4,67,-28%[20 µM],i,58,12%,4%,-2.7%,0.2%,6%,-0.3%
CC(=O)Nc1ccc(S(=O)(=O)N2C3CCCC2CC(NC(=O)C2CCCCC2)C3)cc1 (centres undefined),3.3,20,-7%,i,18,7%,17%,-1.6%,-0.1%,0%,-0.2%
Cc1ccc(S(=O)(=O)c2ccc(NC(=O)c3c(F)cccc3F)cc2)cc1,0.8,86,-25%,i,21,-5%,2%,-1.3%,-0.1%,1%,0.2%
Clc1ccc(CNC2CCCC2)c(Cl)c1,1.2,45,-19%,i,29,7%,4%,10%,0.0%,2%,-0.8%
Cc1cc(N2CCOCC2)nc2cc(O)ccc12,0.5,46,9%,i,46,5%,9%,4.4%,-0.5%,3%,0.3%
Cc1c(-c2cc(C(=O)O)no2)cnn1C,-1.6,93,-4%[20 µM],i,44,-3%,9%,nt,0.0%,14%,0.0%
O=C(Nc1ccccc1Cl)C1CC(=O)n2c(nc3ccccc32)N1 (centres undefined),0.5,50,-17%,i,56,-2%,6%,-4.9%,-0.1%,-9%,-0.2%
COc1ccc(N2CCN(C(=O)COCC(=O)O)CC2)cc1,-0.2,50,-30%,i,23,4%,11%,4.4%,-0.2%,-5%,0.0%
O=C1CC(N2CCN(c3cccc(C(F)(F)F)c3)CC2)C(=O)N1c1ccc(F)cc1 (centres undefined),1.5,70,-36%,i,6,-1%,8%,1.3%,-0.1%,2%,0.0%
CCOc1ccc(N=CC2=C(O)CC(C)(C)CC2=O)cc1,0.9,91,-12%,i,34,-3%,8%,-1.4%,-0.2%,-3%,-0.4%
O=C(Cn1ncc2c([nH]c3ccccc32)c1=O)NCCc1ccc(Cl)cc1,-0.5,54,-36%,i,12,-2%,3%,0.2%,-0.2%,3%,-0.8%
CN(C)S(=O)(=O)N1CCC(Oc2ccc(C(=O)N3CCCCCCC3)cc2)CC1,-1.5,58,-10%,i,6,5%,12%,3.8%,-0.1%,6%,0.1%
Cn1c(N)c(S(=O)(=O)NCc2ccccc2)c(=O)n(C)c1=O,-2.1,95,nt,i,15,6%,nt,nt,nt,nt,0.4%
COc1ccc(N2C(=O)CSC2c2ccc(F)c(F)c2)cc1 (centres undefined),1.0,75,-18%,i,28,-1%,-6%,7.3%,0.0%,-3%,-0.8%
CC(=O)Oc1ccc(C)cc1N1C(=O)c2ccc(C(=O)O)cc2C1=O,-0.8,48,-19%,i,46,-7%,-10%,-2.6%,-0.2%,6%,-0.1%

Next section.
Compound,NTR1 ag,NTR1 ag cell count 20 µM,KOR beta-arrestin-1,T cell HTS,T cell HTS vesicle-bound %,Salmonella PhoP GFP,GPR55 antagonists,KOR beta-arrestin-2,GPR55 beta-arrestin,GPR35 antagonists,West Nile antiviral
O=[N+]([O-])c1cccc(NN=Nc2ccccc2)c1,6.1,101,20%,i,36,-1%,5%,-2.3%,0.0%,7%,-1.2%
C#CCN1C(=O)S/C(=C\c2ccc(N3CCOCC3)cc2C)C1=O,-1.0,88,-2%[20 µM],i,60,3%,-14%,-5.1%,0.2%,-17%,-0.4%
COc1cc(NC(=O)c2cc(CC(C)C)on2)c(OC)cc1Cl,4.6,57,-2%,i,40,-3%,-14%,-4.0%,-0.2%,6%,-0.5%
CCCOC(=O)c1c(NC(=O)c2cnn3c2NC(c2ccccc2)CC3C(F)(F)F)sc2c1CCCC2 (centres undefined),2.3,69,-15%,i,0,-10%,16%,-0.8%,-0.1%,9%,0.0%
C=CCn1c(Br)nc2c1c(=O)n(C)c(=O)n2C,-0.7,45,10%,i,63,8%,8%,13%,-0.2%,-3%,-0.2%
COCC(=O)Nc1nc2n(n1)C(c1ccccc1Cl)CC(c1ccc(OC)cc1)N2 (centres undefined),-0.7,61,13%,i,39,-1%,5%,2.0%,0.2%,-1%,?
C/C(=N\Nc1ccc(C(=O)O)cc1)c1ccc(-n2ccnc2)cc1,-1.6,54,15%,i,48,4%,8%,1.6%,-0.4%,11%,0.2%
CNC(=O)C1CC(=O)N(Cc2ccc3c(c2)OCO3)C(=Nc2ccc(F)cc2)S1 (centres undefined),0.2,56,4%,i,41,-8%,1%,-1.7%,-0.3%,-1%,1.6%
CCCN1CCN(CC(O)COC(c2ccc(OC)cc2)c2ccc(OC)cc2)CC1 (centres undefined),nt,nt,6%,i,36,8%,12%,-5.8%,0.0%,-10%,0.0%
COc1ccc(C(CCN)c2ccc3c(c2)OCO3)cc1 (centres undefined),-0.3,58,-12%,i,61,-2%,13%,-2.6%,-0.2%,-5%,-0.7%
Cc1ccc(CNC(=O)Cn2c(=O)c3sccc3n(Cc3ccc([N+](=O)[O-])cc3)c2=O)cc1,17,67,-24%,i,6,1%,-1%,-6.9%,0.7%,8%,-0.8%
Cc1ccc(-c2cc(C(F)F)n3ncc(C(=O)N4CCN(c5cccc(C)c5C)CC4)c3n2)cc1,10,63,5%,i,33,4%,10%,3.8%,0.5%,-1%,0.1%
Nc1nc2n[nH]nc2c(=O)[nH]1,-1.4,104,nt,i,29,-19%,nt,nt,nt,nt,0.6%
O=C(Cc1ccc(-c2ccccc2)cc1)NC(c1ccccc1)c1ccccc1,1.8,58,-6%,i,50,-7%,-4%,66%,0.5%,1%,0.0%

Screening results (PubChem BioAssay)
